Screens from PubChem BioAssay.
FEN1 inh: human FEN1 inhibition. P39748. Recombinant FEN1 flap cleavage, fluorescence, 15 min. Potency, µM (top dose mostly 114 µM), for inactives: at the top dose activity change, negative = inhibition, usual class: inhibitors. 390,000 tested, 0.35% active. AID 588795; also: nearly all actives have a fitted effect of over 65% in size
Target sequence (P39748 whole entry, looked up): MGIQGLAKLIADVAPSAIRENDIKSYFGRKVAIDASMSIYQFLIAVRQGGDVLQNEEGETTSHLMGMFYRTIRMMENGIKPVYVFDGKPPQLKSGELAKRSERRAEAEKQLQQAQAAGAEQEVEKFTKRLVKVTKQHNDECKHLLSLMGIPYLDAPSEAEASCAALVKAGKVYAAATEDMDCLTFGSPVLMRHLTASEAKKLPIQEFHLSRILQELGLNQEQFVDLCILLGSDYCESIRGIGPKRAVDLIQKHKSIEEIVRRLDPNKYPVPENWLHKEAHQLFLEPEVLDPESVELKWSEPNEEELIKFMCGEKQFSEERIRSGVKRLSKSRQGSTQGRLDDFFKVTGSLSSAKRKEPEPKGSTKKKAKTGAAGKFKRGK
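Concentration–response screening of FEN1 (10 nM): 15 min compound preincubation at room temperature, reaction started with 50 nM substrate and read at 0 and 15 min. Corrected, normalized data were fitted by a four-parameter Hill equation.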
N370S GC: inhibitors or activators of N370S glucocerebrosidase for Gaucher disease | Potency, µM (doses to about 59.4 µM), inactives show at the top dose activity change, negative = inhibition, actives largely listed as inhibitors | P04062 | 330,000 tested, 0.092% active | N370S GC spleen homogenate, 4MU-glucoside fluorescence;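 also: 0% = full enzyme activity and -100% = no enzyme basal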
TDP1 inh: blocks human tyrosyl-DNA phosphodiesterase 1; Q9NUW8; recombinant TDP1, AlphaScreen DNA substrate cleavage; Potency, µM (doses to about 130 µM), for inactives: at the highest dose activity change, negative = inhibition, most hits filed as inhibitors; 350,000 tested, 0.28% active; AID 485290; also: nearly all actives have a fitted effect of over 40% in size
Target sequence (Q9NUW8 whole entry, looked up): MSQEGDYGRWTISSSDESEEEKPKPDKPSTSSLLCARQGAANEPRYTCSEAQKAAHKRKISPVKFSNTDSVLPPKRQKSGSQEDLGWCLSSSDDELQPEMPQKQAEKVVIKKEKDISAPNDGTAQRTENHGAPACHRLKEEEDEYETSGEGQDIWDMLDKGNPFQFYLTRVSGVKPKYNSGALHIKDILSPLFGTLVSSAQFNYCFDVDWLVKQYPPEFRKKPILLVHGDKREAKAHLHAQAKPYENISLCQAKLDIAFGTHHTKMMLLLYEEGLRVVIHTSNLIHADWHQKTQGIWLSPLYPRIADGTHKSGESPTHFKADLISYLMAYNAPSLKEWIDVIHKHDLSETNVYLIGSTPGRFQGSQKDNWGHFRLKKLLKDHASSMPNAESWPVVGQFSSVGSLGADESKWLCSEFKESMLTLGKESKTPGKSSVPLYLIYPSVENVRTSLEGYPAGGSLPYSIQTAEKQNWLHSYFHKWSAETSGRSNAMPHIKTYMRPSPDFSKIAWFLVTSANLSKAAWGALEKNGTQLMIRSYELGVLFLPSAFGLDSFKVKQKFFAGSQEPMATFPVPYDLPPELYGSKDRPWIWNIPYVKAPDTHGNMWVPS
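Compounds were preincubated with Tdp1 (1 nM final) for 15 min at room temperature before substrate (15 nM final) started a 5 min reaction; beads (10 ug/ml final) were then added for 10 min before AlphaScreen detection.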
* hit, by the source's call; ? = inconclusive; . = not tested or not shown; & = joins results of further samples; [ ] = remark or other dose. Calls follow the shape of the dose curve; as a rule, active = well fitted curve in the direction sought with a large enough effect; inconclusive = small, poorly fitted or top-dose-only effect, or another doubt; inactive = no such curve, though single readings can be large; an effect the other way counts as inactive or inconclusive. Unless noted, % is scaled to controls: 0 for no effect and ±100 for the full control effect; potency is read from the fitted curve at half-maximal effect.

Every second line gives: FEN1 inh	N370S GC	TDP1 inh
[1] COc1ccc(CC(=O)Nc2cccc(S(=O)(=O)N3CCCCCC3)c2)cc1OC
    -1%	12%	7%
[2] O=C1N(Cc2ccccc2)CCCC12CCCN(Cc1ccccc1)C2=O
    10%	?	-1%
[3] CCCc1c(C(=O)N2CCN(c3ccccc3OC)CC2)cnn1-c1ccccc1
    -3%	11%	3%
[4] NC(=NC(=O)c1cccc(C(F)(F)F)c1)c1ccc(C(F)(F)F)cn1
    -22%	1%	2%
[5] CCOC(=O)c1sc2ncn(CC(=O)Nc3cc(C)cc(C)c3)c(=O)c2c1C
    -6%	.	3%
[6] COCCCNC(=O)c1ccc(Cn2c(=O)c3ccccc3n(CC(=O)NCc3ccco3)c2=O)cc1
    -7%	22%	3%
[7] Cc1cccn2c(=O)c(C=Nc3c(C)n(C)n(-c4ccccc4)c3=O)c(N3CCCC3)nc12
    .	6%	7%
[8] CSc1ccc(CCNC(=O)Cn2ncc3c([nH]c4ccccc43)c2=O)cc1
    -4%&-7%	0%	4%&-2%
[9] CN(C)CCNC(=O)c1ccc(CS(=O)(=O)c2c(Cl)cccc2Cl)o1
    24%	2%	0%
[10] CCOC(=O)Cn1cnc2c(cnn2-c2ccccc2)c1=O
    -14%	3%	.
[11] COc1cc(C(=O)NCCC(=O)NC(C)C)cc(OC)c1OC
    1%	5%	6%
[12] CCCSC(=S)c1c(C)[nH]n(-c2ccccc2)c1=O
    7%	-8%	8%
[13] CCN(CC(=O)Nc1ccc(OC)cc1)C(=O)c1oc2c(Cl)cccc2c1C
    1%	-6%	1%[0.505 µM]
[14] CC(C)(C)c1ccccc1NC(=O)c1c(O)c2cccc3c2n(c1=O)CC3
    .	9%	5%
[15] Cc1c(C)n(Cc2ccccc2)c2ccc(C(=O)NCc3ccc(OC(C)C)cc3)cc12
    0%	.	8%
[16] CC(Oc1ccc(F)cc1)C(=O)Nc1ccc(S(=O)(=O)NC2=NCCCCC2)cc1 (stereo not given)
    -3%	.	1%
[17] Cc1ccc(C(=O)N2CCCC(C(=O)c3ccc(Oc4ccccc4)cc3)C2)cn1 (stereo not given)
    -5%	8%	7%
[18] CC(C)NC(=O)c1cc(C(=O)c2cc(Cl)ccc2O)coc1=N
    0%	-1%	2%
[19] NC(=O)NCCCC(=O)NCC(c1ccccc1Cl)c1c[nH]c2ccccc12 (stereo not given)
    -9%	-10%	.
[20] C=CCNC(=O)c1ccccc1Cl
    -10%	-23%	2%
[21] CC1=C(C(=O)Nc2ccc(C)cc2C)C(c2ccc(O)cc2)n2nc(SCC(=O)c3ccc(C)cc3)nc2N1 (stereo not given)
    -6%	.	-5%
[22] COc1cccc(C2c3c(oc4cc(C)c(C)cc4c3=O)C(=O)N2CCCN(C)C)c1 (stereo not given)
    -3%	11%	0%
[23] O=C(Nc1nnc(SCC(=O)N2CCOCC2)s1)C1CC(=O)N(c2ccc(F)cc2)C1 (stereo not given)
    -3%	-6%	2%
[24] COCCOC(=O)C1=C(C)Nc2cc(=O)[nH]c(=O)n2C1c1cccc([N+](=O)[O-])c1 (stereo not given)
    -6%	-22%	5%
[25] CCCCCC(=O)N/N=C/c1ccc(N(C)C)cc1
    2%	8%	3%
[26] O=C(O)C1CC=CCC1C(=O)N1CCN(c2nc(-c3ccccc3Cl)c3cc(Br)ccc3n2)CC1 (stereo not given)
    -18%	?	-3%
[27] COc1ccc(OCC(=O)Nc2ccccc2-c2ccccc2)cc1
    2%	-5%	-8%
[28] CC(C)(C)c1cc(Cl)c(O)c(NC(=S)NC(=O)c2cccnc2)c1
    -4%	5%	8%
[29] CCc1ccccc1N(CC(=O)NCCc1ccccc1)C(=O)CCC(=O)Nc1ccccn1
    -5%	4%	-2%
[30] CCc1ccccc1NC(=O)CSc1nnc(CCNC(=O)OC(C)(C)C)o1
    -7%	-8%	.
[31] CCOC(=O)c1ccc(N2CCOCC2)c(NC(=O)COCC(=O)O)c1
    0%	2%	3%
[32] CN(C)CCCN1c2ccccc2CCc2ccc(Cl)cc21
    9%	?	5%
[33] Cn1c(C(=O)N2CCN(c3ncccn3)CC2)cc2c(=O)n(C)c3ccccc3c21
    7%	-10%	2%
[34] N#C/C(=C\c1ccc([N+](=O)[O-])o1)C(=O)Nc1ccc(F)cc1
    -19%	-14%	6%
[35] Cc1c(C(=O)Nc2ccc(Br)cc2F)sc2ncnc(N(C)C3CCCCC3)c12
    -7%	.	3%
[36] Cc1ccc(S(=O)(=O)c2nc(-c3cccc(Br)c3)oc2N2CCCCCC2)cc1
    -20%	.	4%
[37] O=c1oc2ccc(Cl)cc2nc1/C=C(\O)c1cccs1
    ?	11%	-4%
[38] CCC(C)[C@H](NC(=O)N1CC(=O)Nc2ccccc21)C(=O)N[C@H](Cc1c[nH]c2ccccc12)C(=O)O (stereo not given in full)
    -12%	-7%	.
[39] NNc1ccc(S(=O)(=O)N2CCCCC2)cn1
    1%	6%	6%
[40] Cc1ccc(C(=O)CSc2nnc(C3CC3)n2C2CC2)s1
    -14%	.	1%

New compounds follow:
#	mol	FEN1 inh	N370S GC	TDP1 inh
41	CC1(C)C[C@H]2C3=CCC4[C@@]5(C)CC[C@H](O)[C@@](C)(CO)C5CC[C@@]4(C)[C@]3(C)C[C@@H](O)[C@@]2(CO)[C@@H](O)[C@@H]1O (stereo not given in full)	2%	.	0%
42	CC(=O)Oc1cccc(C(=O)Nc2cccc(C(=O)Nc3ccccc3C(=O)O)c2)c1	3%	-5%	4%
43	O=C(c1ccc2c(c1)N(Cc1ccc(Cl)cc1)C(=O)c1ccccc1S2=O)N1CCC(Cc2ccccc2)CC1 (stereo not given)	-18%	.	1%
44	Nc1c(C(=O)Nc2ccccc2)nnn1Cc1ccc(F)cc1Cl	1%	.	1%
45	COC(=O)c1ccc(S(=O)(=O)NC(C)(C)C)n1C	1%	6%	7%
46	Cc1ccc(CN(C(=O)COc2ccc(C(C)(C)C)cc2)C2CCS(=O)(=O)C2)o1 (stereo not given)	-26%	.	1%
47	COC(=O)CN1C(=O)[C@H]2[C@@H](C3CC3)N3C(=O)CN(Cc4ccccn4)C(=O)[C@@]3(Cc3ccccc3)[C@H]2C1=O	14%	1%	.
48	Cc1ccc(C(=O)NCc2ccc(Cl)cc2)o1	-14%	2%	2%
49	COc1ccc(CN(C(=S)Nc2ccccc2)C2CC(=O)N(c3ccc(Cl)cc3)C2=O)cc1 (stereo not given)	-18%	-7%	3%
50	Cc1cc(OC(C)C(=O)N(Cc2ccco2)C2CCS(=O)(=O)C2)cc(C)c1Cl (stereo not given)	-13%	-13%	.
51	O=C(N/N=C/c1ccccc1C(=O)O)c1ccccc1Br	0%	-5%	-3%
52	COC(=O)c1ccccc1NC(=S)N1CCN(c2ccccn2)CC1	14%	6%	1%
53	Cc1cc(NC(=O)c2ccc(Br)cc2)nc(C)n1	11%	1%	-5%
54	O=C(Nc1c(C(=O)Nc2cccc3ccccc23)cnn1-c1ccccc1)c1ccco1	-8%	9%	5%
55	CCN(CC(=O)Nc1ccc(OC)cc1)C(=O)Cc1ccsc1	1%	.	0%
56	O=C(O)CSCNC(=O)C12CC3CC(CC(C3)C1)C2	-8%	-7%	0%
57	O=C(NCc1cccc(CNC(=O)C(=O)NCc2ccco2)c1)C(=O)NCc1ccco1	-5%	5%	-7%
58	Cc1c(C(=O)OCC(=O)N(C)CC(=O)Nc2ccc(F)cc2)oc2ccccc12	8%	.	-12%
59	CCOCC(=O)N(CC)Cc1ccccc1	-16%	22%	0%
60	Cc1ccc(Cl)cc1N(CC(=O)NCc1ccc2c(c1)OCO2)S(C)(=O)=O	0%	-1%	2%
61	COc1cc(/C=C/C(=O)NCCN2CCOCC2)cc(OC)c1OC	-11%	?	3%
62	Nc1nc(SCC(=O)NC2CCCCCC2)[nH]c(=O)c1-c1ccccc1	-4%	0%	5%
63	CC(C)OC(=O)c1cc2c(ccn2C)n1CC(=O)N1CCC(Cc2ccccc2)CC1	-3%	11%	12%
64	CC(C)c1ccc(NC(=S)Nc2cccc3ccccc23)cc1	0%	-13%	7%[56.1 µM]
65	N#CCC(=O)N/N=C\c1ccc(OC/C=C/c2ccccc2)cc1	3%	-27%	1%[56.1 µM]

7 compounds drawn at random from those above, as already listed:
#	mol	FEN1 inh	N370S GC	TDP1 inh
47	COC(=O)CN1C(=O)[C@H]2[C@@H](C3CC3)N3C(=O)CN(Cc4ccccn4)C(=O)[C@@]3(Cc3ccccc3)[C@H]2C1=O	14%	1%	.
58	Cc1c(C(=O)OCC(=O)N(C)CC(=O)Nc2ccc(F)cc2)oc2ccccc12	8%	.	-12%
43	O=C(c1ccc2c(c1)N(Cc1ccc(Cl)cc1)C(=O)c1ccccc1S2=O)N1CCC(Cc2ccccc2)CC1 (stereo not given)	-18%	.	1%
57	O=C(NCc1cccc(CNC(=O)C(=O)NCc2ccco2)c1)C(=O)NCc1ccco1	-5%	5%	-7%
52	COC(=O)c1ccccc1NC(=S)N1CCN(c2ccccn2)CC1	14%	6%	1%
42	CC(=O)Oc1cccc(C(=O)Nc2cccc(C(=O)Nc3ccccc3C(=O)O)c2)c1	3%	-5%	4%
63	CC(C)OC(=O)c1cc2c(ccn2C)n1CC(=O)N1CCC(Cc2ccccc2)CC1	-3%	11%	12%

Next results.
#	mol	FEN1 inh	N370S GC	TDP1 inh
66	Cn1cc(CN2CCCC(CO)C2)c(-c2ccc(Oc3ccccc3)cc2)n1 (stereo not given)	-3%	-14%	9%
67	COc1ccc(C2=CC(c3ccccc3F)n3ncc(C(=O)Nc4ccc(C)cc4)c3N2)cc1 (stereo not given)	16%	.	6%
68	CCCOc1ccc(N2CC(C(=O)Nc3ccccc3F)CC2=O)cc1 (stereo not given)	-6%	14%	0%
69	Cc1ccc(C(=O)Nc2ccccc2C(=O)N2CCCC2)cc1[N+](=O)[O-]	-4%	1%	0%
70	Clc1ccc(-c2csc(N3CCc4ccccc4C3)n2)cc1	1%	-8%	1%
71	CCCn1c(-c2ccc(F)cc2)nc2c(NCCCCN(C)C)nc(C)nc21	.	-10%	6%
72	Cc1nc2c3c4c(sc3n3c(SCC(=O)NCc5ccco5)nnc3n2n1)COC(C)(C)C4	-2%	3%	4%
73	COC(=O)c1ccc2c(=O)n(CCCN3CCOCC3)c(=S)[nH]c2c1	-12%	-3%	2%
74	Cc1ccc(C(=O)N2CCN(c3ccc(C(F)(F)F)cn3)CC2)cc1	4%	2%	-2%
75	COc1ccc(COC(=O)C2=C(C)NC(=O)NC2c2ccc(OC)c(OC)c2)cc1 (stereo not given)	17%	-1%	.
76	CCOc1ccc(NC(=O)CCc2c(C)nc3c(-c4ccccc4)c(C)nn3c2C)cc1	14%	.	3%
77	COc1ccc(CNc2ncnc3c2c(-c2ccccc2)cn3-c2cccc(C)c2)cc1	-6%	.	5%
78	COc1ccc(CN(Cc2ccccc2)C(=O)c2ccco2)cc1COc1ccc(NC(C)=O)cc1	-3%	.	4%
79	CC(C)CC1Nc2ncnc(N3CCN(c4ccccn4)CC3)c2N(Cc2ccc(Br)cc2)C1=O (stereo not given)	0%	0%	.
80	Cc1ccc[n+](CC(=O)c2ccc(Br)cc2)c1C	-3%	-1%	1%
81	CCCNC(=O)C1(S(=O)(=O)c2ccccc2)CC=CC1	6%	8%	.
82	CC(C)OP(=O)(c1ccc(N(C)C)cc1)C(O)c1ccc(N(C)C)cc1 (stereo not given)	18%	2%	.
83	COc1ccc([C@@H]2[C@@H]3C(=O)N(C(C)(C)C)C(=O)[C@@H]3[C@]3(C)C(=O)N(c4ccc(C)cc4)C(=O)N23)cc1	-18%	2%	.
84	COc1ccc(-c2cc3nc(C)c(CCC(=O)NCc4ccco4)c(C)n3n2)c(OC)c1	-1%	-6%	0%
85	O=C(Nc1ccon1)c1nc[nH]c1C(=O)N1CCc2ccccc2C1	-9%	.	0%
86	Cc1ccc(NC(=O)CS(=O)c2ccccc2N)c(C)c1 (stereo not given)	-4%	2%	.
87	CCN=C1SC(CC(=O)Nc2ccccc2)C(=O)N1CC (stereo not given)	-4%&-10%	7%	0%
88	Cc1ccccc1C(=O)NC1CCN(C(=O)NCc2ccccc2)CC1	2%	-5%	-5%
89	N/C(=N\OC(=O)c1ccccc1[N+](=O)[O-])c1ccccn1	0%	10%	0%
90	CCO[C@H]1OC(C(=O)NCc2ccccc2)=C[C@@H](C2CCCCC2)[C@@H]1CCCO	-21%	-6%	5%
91	Cc1ccc(NC(=S)N(CCN2CCOCC2)Cc2cc3cc4c(cc3[nH]c2=O)OCCO4)cc1	-3%	-21%	.
92	O=C(CCC(=O)c1ccc(F)cc1)Nc1cccc(Br)c1	15%	-11%	.
93	COC(=O)c1ccc(NC(=O)Nc2nnc(N(C)C3CCCCC3)s2)cc1	5%	.	6%
94	Cc1ccc(OCC(=O)Nc2ccc(CN3CCCCC3)cc2)c(C)c1	-4%	-10%	-5%
95	Cc1cc(C)nc(NC(=O)CSc2nccc(C)n2)n1	1%	7%	-1%
96	Cc1c(C(=O)N/N=C/c2ccncc2)no[n+]1[O-]	6%	3%	10%
97	CSC1=NC(=O)/C(=C/c2ccc(SC)cc2)S1	-2%	-10%	6%
98	Cc1cccc(NC(=O)CSc2nc3ccc(N4C(=O)c5ccccc5C4=O)cc3s2)c1C	7%	-5%	-4%
99	C=CCn1c(SCC(=O)NC2CCCC2)nc2scc(-c3ccco3)c2c1=O	-2%	13µM*	-13%

Outcome played no part in choosing rows; any-hit rate near 0.53%.
